Assay outcomes from PubChem BioAssay.
Diaph act CS – activates diaphorase or chemically reduces, flagging diaphorase assay artifacts | Diaphorase/resazurin coupled assay, resorufin fluorescence, 16 min; stronger effect = higher value; 1 = vehicle wells, 0 = NADH-free wells | activation factor at 20 µM | 190,000 compounds, 0.005% hits | AID 1229;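 active = diaphorase activity raised at least twofold by the compound at 20 µM; inactive = activation factor below 2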
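Material: Purified diaphorase enzyme from Clostridium kluyveri | Buffer or medium: 50 mM HEPES pH 7.4 with 4.542 mM MgCl2, 0.005% Tween 20 | Times: 16 min enzyme reaction, ambient temperature | Signal: Red resorufin fluorescence at 544/590 nm excitation/emission | Measure: Increased resorufin signal from activators or reducing compounds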
PMI act – phosphomannose isomerase (human) activation. P34949. purified human PMI, coupled resazurin fluorescence, 20 min; stronger effect = higher value; 1 = vehicle control, 0 substrate-free wells. activation factor at 20 µM. 190,000 compounds, 0.005% hits;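 active = activation factor of 2 or more at 20 µM, relative to plate controls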
Target sequence (P34949 whole entry, looked up): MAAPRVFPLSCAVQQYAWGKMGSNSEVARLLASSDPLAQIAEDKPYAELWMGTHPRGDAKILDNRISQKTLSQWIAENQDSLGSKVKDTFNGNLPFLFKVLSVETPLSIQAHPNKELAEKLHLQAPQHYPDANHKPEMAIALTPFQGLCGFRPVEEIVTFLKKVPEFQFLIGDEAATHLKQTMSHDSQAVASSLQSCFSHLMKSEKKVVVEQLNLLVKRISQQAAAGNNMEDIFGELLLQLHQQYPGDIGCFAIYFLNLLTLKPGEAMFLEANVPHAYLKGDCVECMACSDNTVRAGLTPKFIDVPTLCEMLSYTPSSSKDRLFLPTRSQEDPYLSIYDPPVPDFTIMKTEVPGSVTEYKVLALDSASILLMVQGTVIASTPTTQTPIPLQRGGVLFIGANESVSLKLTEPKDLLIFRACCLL
TNAP inh hi DEA – TNAP (human) inhibition, high acceptor; purified TNAP, CDP-star luminescence, 1 M DEA; inhibition, % at 20 µM; 200,000 compounds, 0.03% hits;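 active = over 50% inhibition of tissue-nonspecific alkaline phosphatase at 20 µM in the single-dose screen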;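 also: plate controls were DMSO wells for no effect and EDTA-quenched wells as full inhibition for full effect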
Target sequence (P05186 whole entry, looked up): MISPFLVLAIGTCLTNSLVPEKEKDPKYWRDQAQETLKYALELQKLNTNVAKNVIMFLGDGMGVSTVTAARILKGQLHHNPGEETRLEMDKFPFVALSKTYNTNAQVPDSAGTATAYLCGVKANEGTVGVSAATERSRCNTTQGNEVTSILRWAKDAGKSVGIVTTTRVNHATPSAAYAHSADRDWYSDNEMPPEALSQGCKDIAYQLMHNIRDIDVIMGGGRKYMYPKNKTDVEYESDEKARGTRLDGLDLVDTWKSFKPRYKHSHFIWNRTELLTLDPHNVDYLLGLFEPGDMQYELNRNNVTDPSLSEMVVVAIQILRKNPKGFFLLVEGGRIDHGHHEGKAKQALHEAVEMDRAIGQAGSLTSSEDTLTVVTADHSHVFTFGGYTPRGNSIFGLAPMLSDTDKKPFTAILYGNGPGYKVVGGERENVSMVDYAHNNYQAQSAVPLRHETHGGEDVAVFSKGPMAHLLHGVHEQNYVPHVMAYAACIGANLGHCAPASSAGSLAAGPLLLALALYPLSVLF
PMI act hi M6P – PMI (human) activation, high substrate; P34949; coupled PMI enzyme assay, resazurin fluorescence, 20 min; stronger effect = higher value; 1 = untreated enzyme, 0 = substrate-free blank; activation factor at 20 µM; 190,000 compounds, 0.34% hits;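 active = activation factor of 2 or more at 20 µM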
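Test system: human phosphomannose isomerase with PGI, G6PDH, diaphorase coupling enzymes; Amount: PMI at 15 ng/mL final; Reagent: Mannose-6-phosphate 1.0 mM (near-saturating) plus 0.22 mM NADP+; Timing: 20 min, room temperature; Technique: resorufin fluorescence at Ex 544/Em 590 nm; Dosing: 20 µM single dose.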
bIAP act – increases bovine intestinal alkaline phosphatase activity. activation factor at 20 µM. AID 1016. purified bovine IAP, CDP-star luminescence, 30 min; stronger effect = higher value; fold of DMSO-control signal, blank-subtracted. 200,000 compounds, 0.17% hits;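 active = activation factor of 2 or more at 20 µM, a signal rise over negative controls twice the positive control's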
TNAP act hiacc – activators of human TNAP at high phosphate acceptor concentration. P05186. purified TNAP, CDP-star luminescence, 1 M DEA, 30 min; stronger effect = higher value; 0 = EDTA background, 1 = DMSO-only activity. activation factor at 20 µM. 200,000 tested, under 10 active. AID 1136;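 active = activation factor at least 2 at 20 µM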
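Control set: EDTA negative control, DMSO positive control / Assay system: human TNAP / Quantity: TNAP 1/800 final / Evaluation: TNAP activation factor scaled between EDTA and DMSO control wells / Measured by: luminescent substrate turnover signal / Compound dosing: one dose, 20 µM / Times: 30 min enzyme reaction at room temperature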
Diaphorase inh – inhibits diaphorase or chemically oxidizes, flagging diaphorase assay artifacts; 190,000 compounds, 0.69% hits; diaphorase resazurin-to-resorufin fluorescence, NADH, 16 min; bacterial (C. kluyveri) enzyme, not human; inhibition, % at 20 µM;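 active = primary screen inhibition at 20 µM above a set limit, cut at about 50% in these data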;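 also: plate controls were DMSO with full reaction for no effect and wells lacking NADH for full effect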
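controls = No-NADH positive control and DMSO neutral control | system = Clostridium kluyveri diaphorase enzyme | timing = reaction incubation of 16 min at room temperature | signal = resorufin fluorescence 544/590 nm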
bIAP inhibitor – blocks bovine intestinal alkaline phosphatase activity | purified bovine IAP, CDP-star luminescence, 30 min | 190,000 tested, under 10 active | AID 1019 | inhibition, % at 20 µM;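 active = over 50% inhibition of intestinal alkaline phosphatase at 20 µM in the single-dose screen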
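System: Purified bovine intestinal alkaline phosphatase (IAP) enzyme | Input: IAP diluted 1/65,000,000 in the well | Also added: CDP-star chemiluminescent phosphatase substrate, 30 µM final | Dosing: 20 µM single dose | Times: Enzyme reaction for 30 min at room temperature | Detection: Luminescence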
TNAP inh noacc – TNAP (human) inhibition, acceptor-free conditions; 200,000 compounds, 0.26% hits; purified TNAP, CDP-star luminescence, 30 min; AID 1012; inhibition, % at 20 µM; P05186;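 active = tissue-nonspecific alkaline phosphatase inhibition above about 50% at 20 µM in the single-dose screen, limit read from the data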;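 also: 0% = DMSO negative control and 100% = EDTA positive control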
Lmaj promast – Leishmania major promastigote growth inhibition | Leishmania major promastigotes, resazurin fluorescence viability | inhibition, % at 10 µM | 200,000 compounds, 9% hits; in the data active = inhibition above about 50%;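 also: promastigotes grown with compound for 44 hours at 28 °C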
Active calls of the source: *; nt = not tested or not shown.

mol	Diaph act CS	PMI act	TNAP inh hi DEA	PMI act hi M6P	bIAP act	TNAP act hiacc	Diaphorase inh	bIAP inhibitor	TNAP inh noacc	Lmaj promast
Cc1ccc(-n2c(Cn3c(C)nc4ccccc43)n[nH]c2=S)cc1	0.7	0.9	-6	0.9	1	1.1	25	1	-2	4
Cc1nccn1-c1cc(C(C)(C)C)nc2c(-c3ccccc3)cnn12	0.8	0.9	-2	0.9	0.9	1	19	10	5	67*
Cn1nc(-c2ccccc2)c(C(=O)Nc2ccc(C(F)(F)F)cc2)c1Cl	0.9	1	-8	1	0.8	1.1	6	16	-13	-3
Cn1nc(C(F)(F)F)c(C(=O)Nc2cccc(C(F)(F)F)c2)c1SCc1ccc(Cl)cc1	0.8	0.8	-4	0.9	0.8	1	25	24	-8	18
Cc1ccc2[nH]c(=O)c(CN(CCCN(C)C)C(=O)Nc3ccc(Cl)cc3)cc2c1	1	1	1	0.9	1	1	4	0	1	90*
Cc1[nH]n(C(N)=S)c(=O)c1N=Nc1ccc(S(=O)(=O)N2CCCCCC2)cc1	0.7	1	16	1	1	0.8	26	2	2	14
Cc1nc2ccc(S(=O)(=O)Nc3ccc(-c4nc5cccnc5s4)cc3)cc2s1	0.6	0.9	-6	0.9	0.9	1.1	38	11	-12	-12
COc1ccc(/C=C/C(=O)c2cc(Br)ccc2OC(=O)c2ccco2)cc1OC	1	1.1	4	1.1	0.9	1	-1	5	9	79*
Cc1ccc(NC(=O)N2CCC(C(=O)NCC(C)C)CC2)cc1	1	1.1	-5	1.1	1	1	2	0	-17	-2
O=C(Cn1ccc([N+](=O)[O-])n1)NCc1cccs1	1	1	-4	1	0.9	1	4	6	-11	2
COc1cccc(NC(=O)c2nn(-c3ccc(OC)cc3OC)c(=O)c3ccccc23)c1	0.8	0.9	4	0.9	1	1	19	-3	-3	-4
CCN(CCn1cccn1)C(=O)CCc1nnc(-c2ccccc2)o1	0.8	0.8	-9	0.9	1	1.1	16	0	-11	-2
O=[N+]([O-])c1ccc(Sc2n[nH]c(-c3ccco3)n2)nc1	0.9	0.9	0	0.8	1	1	11	2	3	4
CC1CCN(S(=O)(=O)c2ccc(NC(=O)CN3CCCC(C)C3)cc2)CC1 (stereo unspecified)	0.9	1	-3	1	0.9	1	6	6	-18	89*
Cc1ccc(Cn2c([N+](=O)[O-])cnc2C)cc1	0.9	0.9	-4	1	0.7	1	8	26	-7	-7
CC(=O)c1cc(-c2ccccc2)n(CC(=O)N2CCCC2)c1C	1	1	2	1.1	1	1	4	0	-4	-5
Cc1cccc(-c2c3c(=O)n(C)c(=O)n(C)c3cn2C(C)(C)C)c1	1	1	-3	1.1	1.1	1	4	-5	-7	-2
Cc1cc(NC(=O)c2cc(-c3ccco3)on2)nn1Cc1ccc(Cl)cc1	1	0.7	-2	0.8	0.9	1	4	12	-3	-7
Cc1cc2c3c(c1C)C(=O)C(=O)N3C(C)(C)CC2C (stereo unspecified)	1	1	5	1.1	0.9	0.9	2	6	3	4
O=C(c1cccs1)N1CCN(S(=O)(=O)N2CCOCC2)CC1	0.9	0.9	-3	0.9	0.9	1	11	14	-10	-2
CC(C)n1c(SCc2ccc(Cl)cc2)nc2c1c(=O)[nH]c(=O)n2C	0.9	0.9	1	0.9	0.4	1	8	nt	4	-2
CCn1c(=O)cc(SCC(=O)N2CCN(C)CC2)c2ccccc21	1	1.1	-3	1.1	0.9	1	0	7	-2	-1
Cc1ccc(NC(=O)C(C)N2CCCC2)cc1Cl (stereo unspecified)	1	1.1	-6	1.1	1	1.1	1	-2	-11	-3
CCOC(=O)c1nn(-c2ccc(Cl)cc2)c2nc(Nc3ccccc3)cc(=O)n12	0.9	1.1	-5	1	0.9	1	8	11	0	-6

In another format: results already given.
Every second line gives: Diaph act CS	PMI act	TNAP inh hi DEA	PMI act hi M6P	bIAP act	TNAP act hiacc	Diaphorase inh	bIAP inhibitor	TNAP inh noacc	Lmaj promast
- O=C(c1cccs1)N1CCN(S(=O)(=O)N2CCOCC2)CC1
  0.9	0.9	-3	0.9	0.9	1	11	14	-10	-2
- CC(C)n1c(SCc2ccc(Cl)cc2)nc2c1c(=O)[nH]c(=O)n2C
  0.9	0.9	1	0.9	0.4	1	8	nt	4	-2

New compounds follow
mol	Diaph act CS	PMI act	TNAP inh hi DEA	PMI act hi M6P	bIAP act	TNAP act hiacc	Diaphorase inh	bIAP inhibitor	TNAP inh noacc	Lmaj promast
O=c1c2cc(N3CCOCC3)ccc2[nH]c(=S)n1Cc1ccco1	0.7	1.3	-2	1.5	1	1	26	-1	-3	nt
C=CCn1c(SCC(=O)NC23CC4CC(CC(C4)C2)C3)nc2cc(C(=O)O)ccc2c1=O	1	1.2	-1	1.1	1.2	1	0	-21	-10	-10
CCOC(=O)C(C)(C)N(Cc1ccc(Cl)cc1)S(=O)(=O)c1ccc(Cl)c([N+](=O)[O-])c1	0.8	1	-4	0.9	0.9	1	17	6	-12	99*
CC(=O)c1cccc(NC(=O)c2nc(-c3ccccc3)oc2C)c1	0.9	1.1	-7	1.1	1	1.1	8	2	-12	-4
Cc1oc(-c2ccccc2)cc1C(=O)NC(Cc1c[nH]c2ccccc12)C(=O)O (stereo unspecified)	0.8	0.9	-3	0.9	0.9	1	19	12	-18	48
Cc1ccc(S(=O)(=O)/N=C(/Nc2nc(C)cc(C)n2)N2CCOCC2)cc1	0.9	1	-8	1	0.9	1.1	12	6	-11	0
O=C(Cc1cccs1)Nc1nc2c(s1)CCCC2	1.1	1	7	1	0.9	0.9	-8	13	1	-3
O=C(CSCc1ccccc1Br)N/N=C/c1ccccc1C(=O)O	1	1	-4	1	0.9	1	0	9	-4	-6
O=C(CN1C(=O)COc2ccc(Cl)cc21)N1CCc2ccccc21	0.9	1	0	1	0.9	1	6	8	-6	0
CCNC(=O)NC(=O)COC(=O)C1CSC2(C)CCC(=O)N12 (stereo unspecified)	1	1.1	-5	1.1	1	1	1	4	-16	1
CC(=O)Nc1nc2c(s1)C(=O)NCCC2	1.1	1	-2	1	1	1	-8	-2	5	-2
CC12CNCC(C)(CN(C(c3ccccc3)c3ccccc3)C1)C2	1	1	-4	1	0.9	1	-4	11	-10	100*
CCCN1C(=O)C(Cc2nc3ccccc3c(=O)n2C)c2ccccc21 (stereo unspecified)	1	0.9	-3	0.9	1	1	5	-1	-7	5
O=C(COC(=O)CN=C1NS(=O)(=O)c2ccccc21)Nc1ccccc1OC(F)F	1	1.1	-2	1.1	1	1	4	1	-12	-11
NC(=O)c1ncc(C(F)(F)F)cc1Cl	1	1	1	1	1.1	1	2	-7	-8	-1
CCCNC(=O)Cn1c(=O)/c(=C\c2ccc(-c3ccc([N+](=O)[O-])cc3)o2)s/c1=C\C(=O)C(C)(C)C	1	1.2	34	1.2	0.9	0.7	3	6	28	73*
COc1ccc(CCNC(=O)CSc2nc3[nH]ncc3c(=O)n2-c2ccccc2OC)cc1OC	1	1	0	1	1.3	1	-1	-26	-11	-2
CCN(C(=O)CSc1ccc2ccccc2c1)C1CCS(=O)(=O)C1 (stereo unspecified)	0.9	0.9	-5	1	0.9	1	13	11	3	-3
CC[n+]1c(/C=C/N(C)c2ccccc2)oc2ccc(Cl)cc21	0.8	0.8	1	0.5	1	1	25	-2	-6	100*
COc1ccc(-c2csc(NS(=O)(=O)c3ccc([N+](=O)[O-])cc3)n2)cc1	0.9	1.2	-5	1.1	0.9	1	7	11	0	-7
Clc1cccc(-c2ccc(C=Nc3ccc(N4CCOCC4)cc3)o2)c1Cl	0.6	0.6	-3	0.4	1	1	40	0	6	8
COc1ccc(CCNC(=O)c2ccc(CN3CCC(Cc4ccccc4)CC3)cc2)cc1	1	1.1	-11	1.1	1.2	1.1	1	-21	-6	0
COc1cccc(S(=O)(=O)NCc2ccc(C(=O)NCc3ccco3)cc2)c1	0.9	1	2	1	0.9	1	13	6	-12	0
Cc1cc(NC(=O)C2CCCCC2C(=O)O)no1 (stereo unspecified)	1	0.9	-1	1	0.9	1	4	9	-8	-5
O=C(NCc1ccccc1)c1ccc2nccnc2c1	0.9	0.9	-5	1	0.9	1.1	8	14	-19	0
Cc1[nH]nc2c1C(c1ccccc1F)CC(=O)N2 (stereo unspecified)	1.1	1	-3	1	1	1	-13	-4	12	-2
O=C(CN1CCC(O)(c2ccccc2F)CC1)NCCc1c[nH]c2ccccc12	1	1	0	1.1	1	1	4	-1	-4	21
